Screens from PubChem BioAssay.
CHRM5 antagonist = antagonists of human muscarinic M5 receptor (CHRM5); P08912; CHO-hM5 cells, Fluo-8 calcium fluorescence, ACh EC80; inhibition, % at 3 µM; 360,000 compounds, 0.59% hits;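 active = inhibition above a per-plate cutoff, the mean of that plate's test compounds plus 3 SD, cut at about 27% in these data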;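 note: 0% = acetylcholine EC80 with DMSO and 100% = DMSO without agonist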
Target sequence (P08912 whole entry, looked up): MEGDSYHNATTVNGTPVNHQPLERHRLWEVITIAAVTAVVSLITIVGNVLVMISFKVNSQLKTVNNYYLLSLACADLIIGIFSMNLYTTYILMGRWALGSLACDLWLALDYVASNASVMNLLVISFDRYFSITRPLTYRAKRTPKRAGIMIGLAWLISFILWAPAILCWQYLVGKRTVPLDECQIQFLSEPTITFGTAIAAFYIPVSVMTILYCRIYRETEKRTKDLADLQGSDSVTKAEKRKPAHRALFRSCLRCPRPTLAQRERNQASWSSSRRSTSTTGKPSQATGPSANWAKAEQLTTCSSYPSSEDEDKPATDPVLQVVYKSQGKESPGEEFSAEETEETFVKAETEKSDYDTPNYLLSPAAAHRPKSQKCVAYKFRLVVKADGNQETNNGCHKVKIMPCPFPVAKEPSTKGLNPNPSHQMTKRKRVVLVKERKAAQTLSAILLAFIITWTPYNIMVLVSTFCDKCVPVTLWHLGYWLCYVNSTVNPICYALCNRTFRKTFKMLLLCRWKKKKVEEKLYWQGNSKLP
M4 ag = CHRM4 agonism in calcium assay; P08173; CHO-K1 hM4/Gqi5, Fluo-8 calcium fluorescence; vehicle 0%, full acetylcholine response 100%; activation, % at 3 µM; 360,000 compounds, 0.14% hits; AID 624127;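 active = activation above the run mean over all test wells plus 3 SD, cut at about 32% in these data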;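 note: peak over basal fluorescence ratio per well then scaled between controls; 0% = DMSO wells and 100% = acetylcholine at EC100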
Target sequence (P08173 whole entry, looked up): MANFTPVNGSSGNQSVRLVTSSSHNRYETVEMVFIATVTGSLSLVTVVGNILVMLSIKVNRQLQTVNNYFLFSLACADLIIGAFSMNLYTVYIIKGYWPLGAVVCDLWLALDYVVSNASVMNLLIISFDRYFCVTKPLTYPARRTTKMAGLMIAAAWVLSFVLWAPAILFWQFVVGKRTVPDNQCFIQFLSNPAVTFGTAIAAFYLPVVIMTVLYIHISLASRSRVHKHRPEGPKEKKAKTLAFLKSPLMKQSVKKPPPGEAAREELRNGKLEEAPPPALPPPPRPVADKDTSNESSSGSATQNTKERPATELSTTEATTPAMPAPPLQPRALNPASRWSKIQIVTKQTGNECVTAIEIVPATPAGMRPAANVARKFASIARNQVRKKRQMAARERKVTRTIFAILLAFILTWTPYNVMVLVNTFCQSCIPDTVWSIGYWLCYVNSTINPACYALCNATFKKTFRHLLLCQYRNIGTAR
M4 antag = blocks acetylcholine activation of human M4 receptor | CHO-hM4 cells, ACh EC80, Fluo-8 calcium fluorescence | inhibition, % at 3 µM | 360,000 compounds, 0.73% hits | AID 624125;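 active = inhibition above its plate's cutoff, the mean inhibition of sample wells plus 3 SD, cut at about 27% in these data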;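 note: 0% = acetylcholine EC80 with DMSO and 100% = DMSO without agonist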
CHO-K1 Ca ag = counter-screen for M1 agonists: effect in parental CHO-K1 cells; AID 602248; Fluo-8 calcium fluorescence; scaled to maximal ATP response, vehicle zero; activation, % at 3 µM; 360,000 compounds, 0.48% hits; in the data active = activation above about 15%;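 note: untransfected CHO-K1 host cells lacking M1 receptor as counterscreen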
M4 PAM = CHRM4 positive allosteric modulation. P08173. CHO-K1 hM4/Gqi5, Fluo-8 calcium fluorescence, ACh EC20; 0% = ACh EC20, 100% = maximal ACh. activation, % at 3 µM. 360,000 compounds, 0.4% hits. AID 624126;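 active = activation above its plate's cutoff, the mean activation of sample wells plus 3 SD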; note: some results filed as inactive read as strong as hits
CHRM5 PAM = CHRM5 positive allosteric modulation | activation, % at 3 µM | CHO-K1 hM5, Fluo-8 calcium, ACh EC20 PAM; 0% = ACh EC20, 100% = ACh EC100 | 360,000 compounds, 0.3% hits | AID 624038 | P08912;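 active = activation above the run cutoff, the mean activation of all test compounds plus 3 SD, cut at about 18% in these data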
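Probe or stimulus: acetylcholine, EC20 level; Assay system: human M5 receptor in CHO-K1 cells; Schedule: compound preincubation 140 s before EC20 acetylcholine addition; Technique: intracellular calcium via Fluo-8 fluorescence; Dosing: single-point, 3 µM nominal; Read-out basis: percent activation from peak-over-basal fluorescence ratio, scaled EC20-to-EC100 acetylcholine; Repeats: one well per compound, no replicates.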
M5 ag = agonists of human muscarinic M5 receptor (CHRM5). activation, % at 3 µM. CHO-K1 hM5 cells, Fluo-8 calcium fluorescence; 0% DMSO wells, 100% maximal acetylcholine response. 360,000 compounds, 0.19% hits. P08912;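 active = activation above the run's mean over test compounds plus 3 SD, cut at about 23% in these data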;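 note: signal is peak over basal fluorescence ratio across the kinetic read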
CHO-K1 Ca antag = counter-screen for M1 antagonists: effect in parental CHO-K1 cells; ATP-induced calcium, Fluo-8 fluorescence; inhibition, % at 3 µM; 360,000 compounds, 0.6% hits; AID 602250;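 active = inhibition above a per-plate cutoff, the plate's mean sample inhibition plus 3 SD, cut at about 24% in these data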;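 note: 0% = DMSO plus EC80 ATP and 100% = DMSO alone without ATP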
M1 PAM parental = nonselective activator or artifact in parental CHO-K1 calcium assay. ATP EC20, Fluo-8 calcium fluorescence; 0% at ATP EC20, 100% at ATP max. activation, % at 3 µM. 360,000 compounds, 0.02% hits. AID 602247;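 active = activation above the run cutoff, the mean activation of all test compounds plus 3 SD, cut at about 40% in these data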;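 note: peak over basal fluorescence ratio in a 140 s read after ATP addition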
* = called active by the depositor; / = not tested or not shown.

entry	SMILES	CHRM5 antagonist	M4 ag	M4 antag	CHO-K1 Ca ag	M4 PAM	CHRM5 PAM	M5 ag	CHO-K1 Ca antag	M1 PAM parental
1	COc1ccc(CN2CCN(Cc3cc(=O)oc4cc(C)ccc34)CC2)c(OC)c1OC	18	3	-23	0.0	-2	-9	-5	-5	4
2	C/C(N)=C(\C#N)C(=O)NCCc1ccccn1	4	2	-1	0.4	8	1	-1	-10	22
3	CN(C)CCCNc1cc(C(C)(C)C)nc2c(-c3ccc(Cl)cc3)cnn12	17	3	13	0.5	-6	-1	-3	3	-12
4	CCOc1ccc(-c2c(C(=O)N/N=C/c3cccc(Br)c3)nnn2-c2nonc2N)cc1	-6	5	-2	1.0	0	4	-1	-13	0
5	Cc1cc(NC(=O)CN2CCCCC2C)no1 (centres undefined)	-3	0	7	0.2	-4	-1	-5	-21	-3
6	Cc1ccc2nc(SCC(=O)OCc3ccccc3)nc(=O)n2c1	7	4	-9	1.5	5	-8	1	-1	-9
7	CC1CCC2C(=O)N(c3ccccc3OC(=O)c3ccccc3F)C(=O)C2C1 (centres undefined)	11	1	4	0.9	20	-2	0	-9	19
8	CCOC(=O)c1[nH]c(C)c(/C(O)=C2\C(=O)C(=O)N(CCN(C)C)C2c2cccc(OC)c2OC)c1C (centres undefined)	-1	0	3	0.0	7	4	0	9	-11

Some of these compounds in order of their number in M5 ag, lowest first.
no.	compound	M5 ag
5	Cc1cc(NC(=O)CN2CCCCC2C)no1 (centres undefined)	-5
3	CN(C)CCCNc1cc(C(C)(C)C)nc2c(-c3ccc(Cl)cc3)cnn12	-3
2	C/C(N)=C(\C#N)C(=O)NCCc1ccccn1	-1

Remaining list, next part.
entry	SMILES	CHRM5 antagonist	M4 ag	M4 antag	CHO-K1 Ca ag	M4 PAM	CHRM5 PAM	M5 ag	CHO-K1 Ca antag	M1 PAM parental
9	COc1ccc(NC(=O)Nc2nnc(-c3ccccc3SCc3ccccc3)s2)cc1	3	1	3	0.1	11	5	-1	-9	7
10	Cn1cccc1C(=O)NCc1ccc(Cl)cc1	0	2	3	-0.1	9	-1	-5	-1	-7
11	Cc1noc(C)c1CSc1ccccc1C(=O)OC(C)C(N)=O (centres undefined)	6	1	-2	0.7	1	3	-2	4	-14
12	S=c1[nH]nc(-c2ccc3ncccc3c2)n1-c1ccc2c(c1)OCCO2	18	13	-3	3.8	-9	-8	4	-5	5
13	COC(=O)c1ccccc1NC(=O)COc1ccc(S(=O)(=O)N2CCCC2)cc1C	-8	1	2	0.4	2	5	3	-8	9
14	Cc1ccc(S(=O)(=O)c2nc(-c3ccccc3Br)oc2N(C)C)cc1	15	1	2	0.0	-1	-1	0	3	3
15	CC(NC(=S)NCCN1CCOCC1)C12CC3CC(CC(C3)C1)C2 (centres undefined)	1	2	0	0.6	8	6	-2	-3	3
16	COc1ccc(C(C(=O)NCC2CCCO2)N(C(=O)Cn2nnc3ccccc32)c2ccc(NC(C)=O)cc2)cc1 (centres undefined)	9	1	6	5.7	-4	0	-3	8	-7
17	O=C(CN1CCN(S(=O)(=O)c2ccc(F)cc2)CC1)NCC1(N2CCOCC2)CCCCC1	6	1	3	0.1	-5	-2	-1	14	-17
18	Cc1ccc(-c2csc(NC(=O)CSc3nc4ccccc4o3)n2)cc1	-9	4	-18	1.1	1	0	-4	2	7
19	O=C(Cc1ccc(Cl)cc1)NNC(=O)c1cnccn1	4	1	4	-0.2	-3	-1	-1	-6	4
20	CCOC(=O)c1cnc2ccccc2c1NCCc1ccc(OC)c(OC)c1	3	3	7	2.2	9	0	-5	-4	19
21	CC(C)NC(=O)COc1coc(CN2CCN(c3ccccc3)CC2)cc1=O	-2	0	-3	1.2	12	4	-1	-13	13
22	CCOc1ccc(Nc2nc(NCCN3CCOCC3)nc(OC)n2)cc1	-2	0	5	0.1	-3	-4	1	8	-1
23	O=C(CCNC(=O)c1ccccc1)NC1CCCc2ccccc21 (centres undefined)	-4	1	2	0.5	4	1	-3	-4	4
24	COc1ccc(NC(=O)CSc2nnc(C)n2Cc2ccccc2)cc1	-7	2	-2	0.4	2	11	0	-13	2
25	O=C(/C=C/c1ccccc1Cl)NNC(=O)c1ccncc1	-9	1	2	0.2	2	-10	0	1	-5
26	NC(=O)c1cccnc1Nc1cccc([N+](=O)[O-])c1	11	2	4	1.3	0	-2	3	-5	14
27	C/C(=N\NC(=S)NC1CCCCC1)c1ccc(OC(F)F)cc1OC(F)F	10	2	1	3.7	-11	-21	-9	-8	6
28	CC(C)C[C@H]1COc2cc(N3CCN(Cc4ccccc4F)CC3)ccc2S(=O)(=O)N1	1	0	1	0.8	0	3	-2	1	-5
29	CCN1CCN(C(=O)CCc2nnc3ccc(N4CCC5(CC4)OCCO5)nn23)CC1	-9	0	0	0.0	-2	3	-1	2	-8
30	Cn1cc(S(=O)(=O)N2CCC(C(N)=O)CC2)c(=O)n(C)c1=O	-2	0	1	0.8	5	1	1	-4	2
31	CCOc1ccc(CNS(=O)(=O)c2cc(CN3C(=O)c4cccnc4C3=O)ccc2OC)cc1	3	2	-3	2.4	-1	1	-3	-3	5
32	COc1ccc(N/C=C/C(=O)c2sc(-c3ccccc3)nc2C)cc1	5	2	3	1.4	2	-1	-3	-10	10
33	COc1ccc(CN2CCNC(=O)C2CC(=O)N(C)CCCN2CCOCC2)cc1C (centres undefined)	1	0	-2	0.5	10	3	-2	-14	20
34	O=C(NCCCCNC(=O)c1ccccc1Br)c1ccccc1Br	-2	3	-11	0.3	2	5	1	-19	10
35	OC(c1ccc(Cl)cc1)C(O)c1nc2ccccc2[nH]1 (centres undefined)	2	1	4	1.0	2	1	5	-14	10
36	Cc1ccc(S(=O)(=O)NCc2ccncc2)cc1C(=O)NCC(C)C	-10	2	5	-0.2	6	-4	1	16	-24
37	CC(NC(=O)COC(=O)c1ccc2c(c1)OCCO2)c1ccccc1 (centres undefined)	2	1	-5	-0.1	-1	1	2	8	-17
38	COc1cc(NC(=O)CSc2nc(=O)n(CCCN3CCOCC3)c3c2CCC3)cc(OC)c1	6	2	2	0.3	-7	-13	-3	-2	14
39	Cc1csc(SCC(=O)Nc2ccccc2)n1	10	0	2	0.4	-4	3	-3	-3	6
40	CCc1noc(C)c1C(=O)Nc1ccc(S(=O)(=O)N2CCCCC2)cc1	11	6	-4	3.5	-4	-5	3	0	11
41	COC(=O)Cn1c(=NC(=O)c2ccc(S(=O)(=O)N3CCc4ccccc4C3)cc2)sc2cc(OC)ccc21	-7	0	9	0.1	2	-4	1	6	-10
42	O=C(NCc1ccccc1)C1C(c2ccccc2)=Nc2ccccc2N1C(=O)c1cnccn1 (centres undefined)	-6	4	-13	/	6	11	4	/	/
43	Cc1oc(CC(C)C)cc1C(=O)NCCCC(=O)O	3	1	5	0.4	9	5	-1	-11	8
44	COc1ccccc1C1=NN(C(=S)Nc2ccccc2)C(c2ccco2)C1 (centres undefined)	-2	-2	5	-0.2	0	1	-1	-2	10
45	CCOC(=O)C1(CCCc2ccccc2)CCN(C(=O)Cn2nc(C)nc2C)CC1	7	4	-4	2.9	-1	2	1	-10	5
46	COc1ccc(C(=O)NC(=S)NNC(=O)Cc2cccs2)cc1	1	0	-6	1.8	17	3	0	-10	7
47	CC(=O)NNc1ncnc2c1cnn2-c1ccc(C)cc1	13	0	-4	3.6	1	3	-1	4	4
48	COc1cc(OC)cc(N2CCN(S(=O)(=O)c3ccc(-n4cnnn4)cc3)CC2)c1	-4	0	-5	0.9	4	10	0	-12	12
49	COc1ccc(C(=O)N2CCN(C(=O)C3COc4ccccc4O3)CC2)cc1OC (centres undefined)	6	4	5	1.9	4	-2	-3	-14	-4
50	Cc1ccc(OCc2ccc(C(=O)NCC3CCCO3)cc2)cc1C (centres undefined)	-2	5	15	7.2	-4	-11	3	-17	7
51	CCOC(=O)CN(C(=O)Cn1nnc(-c2ccc(OC)cc2)n1)C(C(=O)NC1CCCC1)c1ccc(F)cc1 (centres undefined)	13	0	2	-0.5	2	-6	0	5	-7
52	Cc1ccc(-c2nc(S(=O)(=O)c3ccc(C)cc3)c(SCC(N)=O)o2)cc1	4	0	0	-0.7	-6	-3	-5	-11	8
53	Cc1ccc(S(=O)(=O)N2CCOCC2)cc1C(=O)NCC1CCCCC1	7	3	1	1.0	-1	-2	2	-13	-3
54	COc1ccc(NC(=O)c2ccc3c(=O)n(CC4CCCO4)c(=S)[nH]c3c2)c(OC)c1 (centres undefined)	-2	2	-3	0.5	7	6	0	6	7
55	COc1ccc(C2CC(=O)OC3=C2C(=O)CC(C)(C)C3)c(OC)c1 (centres undefined)	7	0	0	0.6	2	2	2	-12	18
56	CN(C)S(=O)(=O)c1cccc(NC(=O)CSc2nc3c(cc2C#N)C(=O)CC(C)(C)C3)c1	2	2	7	1.1	-8	-1	-1	5	4
57	O=C(CSc1nnnn1C1CCCCC1)Nc1ccc(F)cc1	-8	1	7	1.9	-2	3	0	0	-5
58	CN1C(=O)c2cccc3c(S(N)(=O)=O)ccc1c23	-5	0	-6	16*	-4	8	3	0	13
59	C[C@H]1CN=C(N(C)C)N1CCc1ccccc1	12	2	7	0.7	0	-5	-11	-10	3
60	CCOC(=O)C1(Cc2ccc(Cl)cc2)CCN(CCCn2cccn2)CC1	8	7	3	6.0	-6	-10	-9	-5	13
61	CC(C)c1ccc(/C=N/n2c(-c3ccccc3)n[nH]c2=S)cc1	-9	-1	-16	-0.5	-2	-1	-4	9	-6
62	Nc1cc(-c2ccccc2)ccc1O	4	1	-3	0.5	7	10	-8	-16	12
63	COCC(=O)N(Cc1cc2ccccc2[nH]c1=O)c1ccccc1OC	2	0	11	0.8	11	1	-1	-5	18
64	CCC(C)(C)C1CCc2c(sc(NC(=O)c3ccoc3C)c2C(N)=O)C1 (centres undefined)	-3	0	3	0.3	-7	2	-2	-2	10

Following part:
entry	SMILES	CHRM5 antagonist	M4 ag	M4 antag	CHO-K1 Ca ag	M4 PAM	CHRM5 PAM	M5 ag	CHO-K1 Ca antag	M1 PAM parental
65	CC(C)C(NC(=O)c1ccc(S(=O)(=O)N2CCOCC2)cc1)c1nc2ccccc2[nH]1 (centres undefined)	5	0	0	0.4	-3	-5	-3	-3	7
66	O=C(c1ccc(Cl)c(S(=O)(=O)N2CCOCC2)c1)N1CCCCC1	7	0	3	-0.4	-8	-11	-2	10	-8
67	COC(=O)c1ccc(NCc2cc(O)ccc2O)cc1O	15	5	6	2.5	-3	1	3	-12	18
68	CCN(CC)S(=O)(=O)c1ccc(O)c(C(=O)OCC(=O)NC2CCCC2)c1	2	2	-4	1.7	-2	3	-3	-16	17
69	CC(=O)Nc1ncc(N=Nc2cccc(C(F)(F)F)c2)s1	23	2	-17	0.0	-4	-5	-4	17	-26
70	Clc1cc(Br)ccc1OCCOCCN1CCOCC1	-1	2	2	0.3	-2	2	-4	-1	-2
71	CCN(CC(=O)NC1CCS(=O)(=O)C1)c1ccc(S(C)(=O)=O)cc1[N+](=O)[O-] (centres undefined)	-7	0	0	0.2	-2	5	1	-7	-4
72	O=C(Nc1cccc(Cl)c1N1CCOCC1)c1cccs1	-7	4	-6	1.1	0	12	0	-2	7
73	CCOc1cc2[nH]c(=S)n(CCCN(CC)CC)c(=O)c2cc1OCC	3	0	-1	-0.2	-2	-2	-5	-7	-3

Not a hit list; 2.7% or so of the library scored in one or more.
